High-throughput results deposited in PubChem by several laboratories.
bCat nuc transl: modulators of beta-catenin nuclear translocation, primary screen, imaging, HeLa cells, immunofluorescence, high-content; nuclear translocation activity, % at 5 µM; 190,000 tested, 0.3% active;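 active = nuclear translocation activity above 50% at 5 µM, with a well cell count of 50 or more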;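 note: per-cell ratio of nuclear to cytoplasmic median beta-catenin stain intensity; plate controls were DMSO negative control for no effect and GSK-3 inhibitor IX positive control for full effect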
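Test system: human HeLa cell line; Doses: 5 µM primary, 0.02–20 µM confirmation; Incubation: 24 h compound exposure, 37°C; Detection: beta-catenin immunofluorescence imaging with DAPI; Read-out: beta-catenin nuclear/cytoplasmic ratio, % activation.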
Myeloid diff 2: induction of myeloid progenitor differentiation, primary screen, cell-based, flow cytometry, MLPCN library; ER-HoxA9 myeloid progenitors, lysozyme-GFP differentiation; calls only at 10 µM; 360,000 tested, 1% active;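 active = normalized GFP-positive differentiation at or above the plate's own cutoff, the solvent-only control mean plus 3 SD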;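 note: cells exposed to compound for four days before flow analysis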
Ins promoter up: insulin promoter activators in MIN6 cells, imaging, high-content screening, mouse beta cells; MIN6 insulin promoter-GFP reporter; hits give high values; z-score at 5 µM; 190,000 tested, 0.3% active;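 active = z-score above 3 at 5 µM with at least 500 cells counted in the well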
MT stabilize HCS: microtubule stabilizers in HeLa cells, primary screen, imaging, high-content imaging; 200,000 tested, 0.83% active; % tubulin-high responders, % at 10 µM; HeLa tubulin immunostaining HCS, 24 h; share of cells brighter than vehicle mean+2SD;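 active = plate Z-score above 3 for both tubulin-high and condensed-nucleus cell shares, with cell loss under 80%, at 10 µM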;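 note: anti alpha tubulin signal scored within the nucleus-defined area of each cell; some results filed as inactive read as strong as hits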
Dynein transport: inhibitors of GR-EGFP nuclear translocation, primary screen, dynein cargo transport inhibitor project, imaging, high-content, 3617.4 mouse cells. test concentration mostly 20 µM; stimulated with dexamethasone, 1 µM; hits give low values. z-score, hits read low. 220,000 tested, 0.47% active. AID 1381, 2008;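 active = plate z-score of nuclear minus cytoplasmic receptor signal below a set negative limit, without overly bright fluorescence or cell loss, cut at about -3.5 in these data, passing the limit was not always enough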;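 note: z-score of nuclear minus cytoplasmic ring GR-EGFP intensity difference per well; some compounds called inactive have numbers as strong as hits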
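Schedule: 48 h induction, then 1 h compound, then 30 min agonist, 37 °C. Buffer or medium: tetracycline-free induction medium containing charcoal-stripped FBS. Reagent: 1.0 µM final dexamethasone stimulus. Evaluation: nuclear versus cytoplasmic GR-EGFP signal, averaged per well. Signal: high-content fluorescence imaging after fixation.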
T cell HTS: modulators of CD8 T cell-vesicle binding, primary screen, mouse 2C CD8+ T cells, flow cytometry; 2C CD8+ T cell-vesicle binding; hits give low values; calls only at 7 µM; 330,000 tested, 0.068% active; AID 2052, 2009;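 active = response, share of CD8 T cells binding vesicles, and their 90th percentile fluorescence all below set limits, cut at about 80% in these data, passing the limit was not always enough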
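Also added: QL9-peptide-loaded Drosophila micro-vesicles bearing Ld, ICAM-1 and B7-1; Test system: purified 2C TCR transgenic mouse naive CD8+ T cells; Measured by: cytometric PE anti-B7-1 and Alexa647 anti-CD8 signals after 1% paraformaldehyde fixation; Timing: binding step 1.5 h, 37 °C, antibody labelling 20 min, ice.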
Lipid droplet: inhibitors of hepatocyte lipid droplet formation, primary screen, imaging, high-throughput imaging, BODIPY stain; 240,000 tested, 0.4% active; AML12 mouse hepatocytes, oleate lipid droplets; inhibition, % at 6.5 µM;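 active = lipid droplet intensity inhibited by at least 50%, with more than 500 cells counted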
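Assay system: AML12 hepatocytes (mouse) / Also added: 100 µM oleic acid challenge / Times: overnight treatment with compound plus oleate / Detection: high-content imaging of BODIPY-stained droplets and DAPI nuclei / Evaluation: % inhibition of lipid droplet signal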
TNAP activation fold: human TNAP enzyme activators, primary screen, biochemical, luminescent, no phosphate acceptor, uHTS (AID 1001) | 200,000 tested, 0.03% active | one-dose activation fold at 20 µM; EC50 in µM for titrated hits | Alkaline phosphatase, tissue-nonspecific isozyme (Homo sapiens) | purified TNAP, luminescent activation assay, no phosphate acceptor; higher activation fold means a stronger effect; in the data active = activation fold from about 3, or a potency from the dose series; inactive = the rest, 99 in 100 with activation fold below about 1.6; note: many of its hits are not listed in these tables
human PMI inhibition: inhibitors of human PMI, primary screen, biochemical, fluorescence intensity, coupled assay (AID 1209); Mannose-6-phosphate isomerase (Homo sapiens); purified PMI enzyme, coupled fluorescence intensity; higher % means a stronger effect; inhibition, % at 20 µM; hits with a dose series show IC50 in µM; 190,000 tested, 0.42% active; in the data active = inhibition above about 50%;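 note: plate controls were DMSO vehicle for no effect and wells lacking substrate for full effect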
Dynein transport cytoplasmic EGFP: recorded beside Dynein transport, whose call it bears; z-score; measured here: cytoplasmic GR-EGFP intensity; hits give high values
Dynein transport nuclear GR-EGFP: further read-out of Dynein transport, marked with its call; z-score; measured here: nuclear GR-EGFP intensity;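 lower value marks the stronger effect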
Dynein transport cell count: recorded beside Dynein transport, whose call it bears; z-score; measured here: cell count per field
Ins promoter up cell count: second read-out of Ins promoter up, no call of its own (marks repeat the call); cell count; measured here: cytotoxicity, nuclei count;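 total cells summed across four imaged fields per well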
Lipid droplet cells 6.5 µM: further read-out of Lipid droplet, marked with its call; cell count; measured here: cell count, cytotoxicity flag;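 cells counted across two imaged fields per well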
bCat nuc transl cell count 5 µM: recorded beside bCat nuc transl, whose call it bears; cell count; measured here: cell count, cytotoxicity flag
T cell HTS vesicle-bound %: recorded beside T cell HTS, whose call it bears; double positive events, %; measured here: CD8+ vesicle-bound cell fraction;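 binding gate set so that unloaded-vesicle control wells show 10% double positive cells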
MT stabilize HCS Hoechst-high %: further read-out of MT stabilize HCS, marked with its call; % Hoechst-high responders; measured here: nuclear condensation Hoechst responders;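 share of cells brighter than vehicle mean plus two SD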
MT stabilize HCS cytotoxicity %: further read-out of MT stabilize HCS, marked with its call; toxicity, %; measured here: cytotoxicity by cell density;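 0% = mean cell density of plate MIN control wells and 100% = no cells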
Myeloid diff 2 GFP+ MAC1+ %: recorded beside Myeloid diff 2, whose call it bears; GFP+ MAC1+ double positive, %; measured here: differentiation confirmed by MAC1 staining
The depositor's hits bear a star; i = inactive; · = no result given. Compounds as they come. Share with any hit: about 3%.

SMILES	bCat nuc transl	bCat nuc transl cell count 5 µM	Myeloid diff 2	Myeloid diff 2 GFP+ MAC1+ %	Ins promoter up	Ins promoter up cell count	MT stabilize HCS	MT stabilize HCS Hoechst-high %	MT stabilize HCS cytotoxicity %	Dynein transport	Dynein transport cytoplasmic EGFP	Dynein transport nuclear GR-EGFP	Dynein transport cell count	T cell HTS	T cell HTS vesicle-bound %	Lipid droplet	Lipid droplet cells 6.5 µM	TNAP activation fold	human PMI inhibition
Clc1ccc(Oc2nc3ccccc3n3cccc23)cc1	3.3	1016	i	0.6	-0.05	1541	3.6	2.0	8.3	0.714	-0.147	0.258	-1.86	i	19.6	1.1	567	1.2	1.2%
CSC1=C(C#N)C(c2ccccc2)C(C(C)=O)=C(C)N1 (stereo not drawn)	-0.2	1518	i	0.1	0.61	1407	3.9	0.9	9.9	1.68	-0.24	1.07	-0.716	i	63.3	7.6	710	1.1	1.5%
O=C(CSc1ccc2ccccc2n1)c1ccccc1	1.0	1284	i	0.4	0.28	1022	·	·	·	-0.156	-0.29	0.52	-0.0595	i	50.8	25.2	774	·	·
CCN1CCCC1CNCc1ccc(OCc2ccc(Cl)nc2)c(OC)c1 (stereo not drawn)	0.0	1373	i	0.4	-0.25	1026	·	·	·	0.269	-0.247	0.119	-0.113	i	32.6	-1.4	735	·	·
O=C(CSCc1c(Cl)cccc1Cl)NCc1ccccn1	-0.4	1108	i	0.6	1	1430	4.2	1.3	4.0	-0.209	1.43	0.4	0.0786	i	40.6	0.4	679	1.1	15.4%
Cc1ccc(-c2nnc(N3CCN(C(=O)CSc4ncn[nH]4)CC3)c3ccccc23)cc1	·	·	i	1.0	·	·	1.7	2.7	10.0	0.724	-0.293	0.349	1.78	i	32.9	-4.0	662	1.1	14.1%
COc1ccc(/C=C(\C#N)C(=O)OCC(=O)NC(C)c2ccccc2)cc1 (stereo not drawn)	-4.7	616	i	0.6	-0.27	1371	2.7	3.4	6.5	-0.651	-0.261	-0.622	0.918	i	56.8	-4.2	722	1.1	4.7%
COc1ccc2c(c1)[nH]c1c(=O)n(CCN3CCOCC3)cnc12	-0.3	1336	i	0.5	-0.13	1108	·	·	·	-1.16	-0.244	-0.42	0.694	i	19.6	1.0	655	·	·
N#C/C(=C(/O)c1ccco1)c1nc2ccccc2[nH]1	-4.6	1050	i	1.8	-0.77	1035	2.1	1.8	1.7	-0.0666	-0.258	-0.00842	0.201	i	54.6	-27.1	649	1.1	5.5%
COc1ccccc1NC(=O)CS(=O)(=O)c1cccc2nsnc12	-2.1	1150	i	0.7	0.27	1252	3.5	2.5	2.2	-0.311	-0.246	-0.192	1.12	i	44.3	·	·	1.1	1.4%
O=C(/C=C/c1ccc(Cl)cc1)Nc1ccccc1N1CCOCC1	0.9	916	i	1.0	0.22	1305	2.1	4.1	3.4	0.263	-0.324	0.00388	0.34	i	28.9	20.3	702	1.1	-8.0%
Cc1ccc(/C=C/c2nc3ccccc3c(=O)[nH]2)cc1	-0.1	1331	i	0.1	-0.57	1049	·	·	·	-0.167	-0.268	-0.488	1.11	i	25.7	4.6	759	·	·
O=C(NCc1ccccn1)c1ccc(-c2ccccc2)cc1	0.1	1061	i	1.2	-0.22	1476	2.9	1.4	4.7	-0.579	-0.331	-0.157	0.639	i	60.4	-1.7	666	1.1	10.4%
COc1cccc(C(=O)NC2=NCCS2)c1OC	0.6	897	i	0.8	0.6	1051	3.1	1.9	2.7	-0.312	-0.265	-0.479	1.16	i	42.2	6.9	738	1	-2.2%
Cc1cc(NC(=O)c2cc3ccccc3o2)cc(C)c1OCC(=O)N1CCOCC1	-0.5	1096	i	2.7	·	·	3.6	2.2	4.7	1.05	-0.269	0.524	-0.588	i	27.7	91.0*	678*	1.1	12.5%
O=C(CSc1ccc(-c2ccco2)nn1)NCc1ccc(F)cc1	-1.8	1149	i	0.6	0.23	1395	3.9	3.2	6.9	-1.13	-0.219	-0.427	2	i	33.6	14.6	611	1.1	11.7%
O=C(/C=C\c1ccccc1)Nc1nccs1	-0.9	1083	i	1.2	-0.87	1439	1.9	1.7	5.3	-1.3	-0.235	-0.484	0.423	i	64.2	-14.5	683	1	-7.1%
Cc1ccc(-c2cc(C(=O)Nc3cc(C)ccc3C)[nH]n2)c(O)c1	1.5	1127	i	0.7	-0.19	1110	2.4	1.7	4.2	-0.0289	-0.256	0.0487	-0.471	i	24.4	1.7	709	1.2	-11.8%
CC(C)OP(=O)(OC(C)C)C(Nc1ccccc1)c1ccc2c(c1)OCO2 (stereo not drawn)	-2.2	1111	i	0.7	-0.76	1415	4.1	1.1	9.9	-0.372	-0.23	-0.237	-0.916	i	8.2	5.1	658	1.1	4.6%
O=c1[nH]c(CN2CCN(Cc3ccc4c(c3)OCO4)CC2)nc2ccccc12	1.0	999	i	0.5	0.11	1149	2.2	2.5	27.8	-0.433	-0.119	0.275	-0.458	i	35.9	-4.0	651	1	4.5%
O=C(C[n+]1ccc2ccccc2c1)c1ccc(NC(=O)c2ccccc2)cc1	0.1	1558	i	0.3	-0.49	1010	3.2	1.8	8.6	-0.105	-0.29	0.0704	0.802	i	60.6	2.9	675	1	-30.6%
Cc1ccccc1CS(=O)(=O)Cc1ccc(C(=O)NCc2ccccn2)o1	-0.5	1249	i	1.9	0.03	1648	3.1	3.8	8.8	-0.131	-0.287	-0.154	0.278	i	60.2	·	·	1.1	10.3%
CCN(C(=O)CSc1nc2nc(C)cc(C)n2n1)c1cccc(C)c1	-6.8	948	i	1.4	0.64	1286	1.9	1.6	6.5	-0.672	-0.153	-0.204	0.85	i	18.2	·	·	1.1	-7.4%
CCn1c(=O)c(C(=O)NCc2ccc(OC)c(OC)c2)c(O)c2ccccc21	-1.5	1120	i	0.8	1.15	1171	6.4	5.2	5.1	0.164	-0.339	0.112	-0.289	i	44.1	·	·	1.1	-3.0%
CCC(c1ccccc1)c1nc(-c2ccccn2)no1 (stereo not drawn)	-5.6	972	i	0.9	0.44	1317	1.3	1.7	3.5	0.104	-0.187	-0.153	0.582	i	7.0	·	·	0.9	-8.5%
CC(=O)c1cccc(NC(=O)NNC(=O)c2ccc(Cl)cc2Cl)c1	-1.8	1066	i	0.1	-0.13	1468	3.2	1.6	7.2	-0.962	-0.326	-0.401	0.834	i	42.3	-22.8	647	1.2	7.0%
Cc1nnc(SCc2ccc(F)cc2)s1	-3.7	1171	i	0.2	-0.18	1243	3.1	2.6	6.1	-0.4	-0.212	-0.833	1.31	i	56.3	0.4	770	1.1	5.2%
O=S1(=O)CCC(N2CCOCC2)C1 (stereo not drawn)	0.3	1041	i	0.7	-0.19	877	1.3	1.0	9.2	-0.609	0.125	-0.0218	0.0672	i	50.1	4.7	768	1.1	9.1%
COc1ccccc1-c1ccc(=O)n(CC(=O)NCC2CCCO2)n1 (stereo not drawn)	-1.0	1046	i	0.6	-0.51	1451	1.0	1.9	5.3	0.602	-0.341	0.403	-0.135	i	39.8	3.0	698	1.1	4.0%
Cc1ccc(C(=O)NNC(=O)CCC(=O)Nc2cc(C)on2)cc1	·	·	i	0.2	0.06	1267	2.0	1.9	8.3	0.442	-0.243	0.147	0.0169	i	25.3	-1.9	590	1.1	4.4%
Cc1ccc(-n2cccc2/C=C2\C(=N)N3N=C(c4ccco4)SC3=NC2=O)cc1	2.2	1089	i	0.6	-0.32	1103	2.1	3.6	12.3	1.5	-0.142	0.777	-0.665	i	60.8	-3.1	649	0.9	-9.6%
O=C(Nc1ccccc1N1CCOCC1)c1cccs1	-2.4	568	i	0.9	·	·	2.0	2.1	2.7	0.227	-0.256	0.21	1.7	i	37.8	-25.9	689	1	-1.4%
COc1ccc(C)cc1-n1c(SCC(=O)Nc2cc(C)on2)nc2ccccc2c1=O	0.9	1473	i	0.5	-0.39	1391	4.8	2.9	1.1	-0.96	-0.345	0.158	-0.0291	i	12.4	-4.9	669	1.1	14.8%
CC(C)C[C@@H]1NC(=O)[C@H](Cc2ccc(O)cc2)NC(=O)c2cc([N+](=O)[O-])cc(I)c2NCCC[C@@H](C(N)=O)NC1=O	·	·	i	0.2	0.4	1232	3.5	3.3	0.9	-1.57	-0.24	-0.106	1.02	i	35.9	-9.9	743	1	-16.3%
